# GSIS activator: GLuc luminescence reporter in INS-1E cells, primary screen for activators of glucose-dependent secretion of insulin; 0.61% of 370,000 active; activation, % at 16.6 µM; INS-1E GLuc reporter insulin secretion, 2-3 h; AID 743287;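 active means lowest replicate activation of at least 40%, so every replicate reaches that level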;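 further: 0% = median of neutral control wells and 100% = median of IBMX positive control wells; some compounds called inactive have numbers as strong as hits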
# FN deposit inh: fibronectin deposition inhibition; AH1F fibroblasts, Alexa488-fibronectin deposition fluorescence, overnight; inhibition, % at 12.6 µM; 0.086% of 350,000 active; AID 743247;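 active means mean inhibition across replicates of 30% or more, regardless of how many single replicates reach that level; inconclusive means mean under 30% yet at least half of replicates reach 30%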;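 further: positive control wells lacked labelled fibronectin entirely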
#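 Material: AH1F fibroblast monolayer depositing Alexa488-labelled fibronectin into matrix / Amount: 10000 AH1F cells per well / Signal: fluorescence 485/525 nm / Medium: DMEM, 2% serum / Compound: single dose, pinned / Incubation: 1 h cell adhesion before compound, then overnight fibronectin incubation / Reagent: Alexa488-FN, 24 nM final / Read-out: inhibition of fibronectin deposition signal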
# Cneo AK release: causes C. neoformans cell lysis. 0.2% of 360,000 active. adenylate kinase release luminescence, 4 h; normalised: neutral wells 0, clomiphene wells 100. lysis activity, % at 15 µM;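 active means mean lysis activity across replicates of at least 80%, whatever share of replicates individually reach that level; inactive means mean lysis activity below 80%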
#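 Assay system: C. neoformans cells. Amount: yeast cell density of 5 × 10^6 cells/mL. Technique: AK luminescence. Buffer or medium: YPD. Times: static 4 h at 37 °C with compound, 1 h detection. Dosing: single-point compound dose. Read-out: lysis from increased AK signal.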
# miR122 inh: blocks miR-122 activity in Huh7 sensor cells | 0.3% of 340,000 active | Huh7 miR-122 Renilla luciferase sensor, 48 h; neutral wells = 0, positive control = 100 | activation (reporter increase), % at 12.5 µM;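 active means mean replicate activation score at least 90 and every replicate individually at or above 90; inconclusive means only one of the two criteria met; inactive means neither criterion met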;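 further: higher luciferase means less miR-122 activity so hits act as miR-122 inhibitors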
# C2C12 statin: protects C2C12 myotubes from simvastatin toxicity; ATP luminescence, 48 h; scaled: DMSO 0, geranylgeraniol control 100; 0.78% of 330,000 active; rescue of ATP level, % at 7.49 µM;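 active means mean ATP rescue above about 67%, or every replicate alone reaching that limit, limit read from the data, passing the limit was not always enough; inconclusive means no clear call, values can overlap the other calls; inactive means mean under the limit and some replicate under it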;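 further: myotubes were challenged with 10 µM simvastatin during compound exposure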
# CFTR F508del cor: correctors of CFTR F508del function in bronchial epithelial cells | 0.36% of 350,000 active | activity (quench increase), % at 7.58 µM | CFBE cells, YFP halide quenching; stimulated with forskolin plus potentiator P3; % fluorescence drop versus neutral controls;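 active means mean added fluorescence quench of at least 8% versus neutral control, with both replicates also reaching 8%; inconclusive means only one of the mean or replicate conditions met; inactive means mean below 8% and not both replicates reaching 8%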;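 further: cells transiently co-express mutant CFTR-F508del with the halide-sensitive YFP; corrector assay measuring rescue of mutant channel to the surface after 24 h compound exposure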
# PglD DTNB: inhibitors of Campylobacter jejuni PglD acetyltransferase. purified PglD enzyme, DTNB colorimetric CoA detection. inhibition, % at 12.5 µM. AID 602405. 0.098% of 360,000 active; in the data active means inhibition above about 16%, passing the limit was not always enough; inconclusive means no clear call, values can overlap the other calls; further: strong numbers were not always called active
# PGC1a acetyl inh: lowers PGC1a acetylation signal in U2OS cells; AlphaScreen anti-acetyl-lysine; with virally co-expressed GCN5 acetyltransferase; 0.17% of 350,000 active; inhibition, % at 15.6 µM;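 active means every replicate shows inhibition of at least 40%; inconclusive means mean inhibition at least 40% but some replicate below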;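 further: 0% = neutral control wells and 100% = positive control wells; some results beyond the cut were filed as inactive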
# Numbers without * were called inactive; ? = inconclusive; · = not tested or not shown; & = joins results of further samples; [ ] = remark or other dose.
SMILES,GSIS activator,FN deposit inh,Cneo AK release,miR122 inh,C2C12 statin,CFTR F508del cor,PglD DTNB,PGC1a acetyl inh
CCCCCCN1C[C@H](O)[C@@H](n2cc(C3CC3)nn2)C[C@@H]1c1ccc(C)cc1,-41,-7,-1,3,4,0.6,0,·
Cc1ccccc1N(CC(=O)N/N=C/c1ccc(F)cc1)C(=O)c1ccccc1,-18,5,0,0,·,·,2,·
COCC#Cc1cnc2c(c1)C(=O)N([C@@H](C)CO)C[C@@H](C)[C@H](CN(C)S(=O)(=O)c1ccccc1)O2,-2,0,0,1[16.7 µM],0,0.5,1,3
O=C(NC(Cc1ccccc1)C(=O)O)/C(=C\c1cccc([N+](=O)[O-])c1)NC(=O)c1ccco1 (stereo unspecified),23,-10,12,·,2,-2.9,-1,·
Cc1ccccc1-c1ccc(C(=O)Nc2cccc(F)c2)o1,6,-14,-4,13,9,1.0,-7,5
COc1ccc(NC(=O)c2cc3ccccc3o2)cc1,1,·,-16,4,-6,·,0,-2
CC(=O)Nc1ccc2c(c1)C(=O)N(C)[C@H]1CC[C@H](CC(=O)Nc3ccc(Cl)cc3)O[C@@H]1CO2,-5,4,70,1[16.7 µM],16,2.4,5,4
Cc1ccccc1NC(=O)/C(=C\c1cccs1)NC(=O)c1ccccc1,·,-23,-3,5,1,·,4,-10
COc1ccc(CN(C)C[C@H]2Oc3ccc(NC(=O)Nc4cccc5ccccc45)cc3C(=O)N([C@@H](C)CO)C[C@@H]2C)cc1,-12,·,7,-2[16.7 µM],-9,-0.5,1,-3
Cc1cccc(NC(=O)CSc2nnc(-c3ccncc3)n2CC2CCCO2)c1 (stereo unspecified),4,1,0,-6,-6,-2.6,0,2
O=C1CC(/C=C/c2ccco2)=Nc2ccccc2N1,·,·,-1,-2,10,·,-5,-2
COc1cccc(CN(CC(=O)NCc2ccco2)C(=O)CNS(=O)(=O)c2ccccc2)c1,3,1,-1,·,31,1.5,-4,·
COc1cc(NC(=O)C[n+]2ccc(C(=O)c3ccccc3)cc2)cc(OC)c1,9,2,1,-8,-1,-1.9,-1,5
CCNc1ncnc2c1cnn2C,12,-3,-2,-2,1,-1.6,-6,-1
CCOc1cccc2sc(N(CCN(C)C)C(=O)c3ccc4ccccc4c3)nc12,·,·,3,0,2,·,1,16
O=C(NCc1ccco1)c1cc(S(=O)(=O)N2CCCC2)ccc1Cl,4,·,-4,·,·,2.1,-1,·
O=C(C[C@H]1CC[C@H](NC(=O)Nc2ccccc2F)[C@H](CO)O1)NCc1ccccc1,2,·,4,·,8,-4.2,0,-11
CC(C)n1c(Nc2ccccc2)nc2ccccc21,·,·,0,-4,-7,·,-2,0
COc1ccccc1NS(=O)(=O)c1ccc2c(c1)OCCO2,7,-2,2,19,·,0.4,0,-3
COc1c(C)cc(Br)cc1C(=O)Nc1ccc(Cc2ccncc2)cc1,3,-4,3,-5,1,-1.3,3,1
CCCN1C[C@H](C)[C@@H](OC)CN(C)C(=O)c2cc(NS(=O)(=O)c3cn(C)cn3)ccc2OC[C@H]1C,21,-4,46,·,-3,-1.4,0,2
O=C(O)CNS(=O)(=O)/C=C/c1ccccc1,-12,3,·,-3,·,-3.7,·,2
C[C@@H](C(=O)CC(=O)OC(C)(C)C)[C@@H](O)c1ccccc1,0,-2,0,-1,0,0.7,-5,-3
CCCCCCCCCCCCCCCC(=O)OC(CC(=O)O)C[N+](C)(C)C (stereo unspecified),·,·,10,2,8,3.7,1,4
COc1ccccc1-c1ccc(C2[C@H]3CNC[C@@H]2N3S(=O)(=O)c2ccc(C)cc2)cc1 (stereo partly specified),-34&13,5&5,·,·,·,0.9&5.0,·,6
NC(=O)NNc1cccc(Cl)n1,0,-8,0,-8,·,1.2,-3,3
C[C@H](CO)N1C[C@H](C)[C@@H](CN(C)Cc2ccc3c(c2)OCO3)Oc2c(NC(=O)NC3CCCCC3)cccc2C1=O,-14,2,3,?,-146,-1.1,-9,-17
O=C(C=Cc1cccc(Cl)c1)c1ccccc1,10,0,-1,·,-5,0.3,1,-1
O=[N+]([O-])c1ccc(Cl)c(S(=O)(=O)/N=C(/c2ccccc2)N2CCOCC2)c1,7,-1,6,8,-3,-0.2,4,·
CCc1ccc(OCC(=O)NNCC(=O)Nc2ccc(OC)cc2)cc1,-10,-1,1,-3,7,2.4,-1,4
OC[C@@H]1[C@@H](c2ccccc2)C2(CN(Cc3ccccn3)C2)N1Cc1cncnc1,-1,-3,·,·,·,-0.6,·,-7
COCCCNCC(=O)c1c(N)n(Cc2ccccc2)c(=O)n(C)c1=O,·,-5,3,0,4,·,1,2
Cc1oc(-c2ccccc2F)nc1CS(=O)(=O)CC(=O)N1CCCCCC1,4,2,10,·,-2,-2.9,-1,·
Cc1cccc(C(=O)Nc2ccccc2NC(=O)c2cccc(C)c2)c1,4,0,0,-4,5,-1.6,-1,1
O=C(NN1C(=O)c2ccccc2NC12CCCCC2)c1ccccc1,18,1,-1,-2,3,1.5,0,0
O=C(C[C@@H]1C[C@H]2c3cc(NC(=O)CC4CC4)ccc3O[C@H]2[C@H](CO)O1)NCC(F)(F)F,-7,-12,-1,3[16.7 µM],0,7.2,-2,-3
CCC(C)(C)n1nnnc1CN1CCC(NC(=O)c2ccccc2C)CC1,·,-2,1,16,·,·,4,·
C[C@@H]1CN([C@H](C)CO)C(=O)c2cccc(NC(=O)C3CCCCC3)c2O[C@@H]1CN(C)Cc1ccc(C(=O)Nc2ccccc2N)cc1,5,-10,-2,?,-33,4.9,0,-6
COc1ccc2cc(C)c3nnc(SCc4cccnc4)n3c2c1,2,-12,·,-4,·,0.3,·,15
O=C(COC(=O)c1cc(S(=O)(=O)N2CCOCC2)ccc1Cl)NCc1ccco1,11,-3,-2,-1,8,-0.5,-6,2
C#CCNC(=O)C1=C[C@H](c2ccc(C(F)(F)F)cc2)C[C@H](OCCCCO)O1,-22,6,6&-3,-5,-3,-1.3&-1.7,2&-2,1&6
NS(=O)(=O)c1ccc(NC(=O)CSc2ccccn2)cc1,·,-1,-1,-2,-4,·,8,·
C[C@@H]1CN([C@@H](C)CO)C(=O)Cc2cc(NC(=O)NC3CCCCC3)ccc2O[C@H]1CN(C)Cc1ccccc1,-15,·,-5,-8[16.7 µM],19,0.7,2,·
CCc1ccc(O)c(N=Cc2ccccc2O)c1,5,·,·,2,17,-0.4,·,-22
COc1ccc(CN(C)C[C@@H]2OCCCC[C@H](C)Oc3ccc(NC(=O)Nc4ccc5c(c4)OCO5)cc3C(=O)N([C@H](C)CO)C[C@@H]2C)cc1,-24,-2,4,9[16.7 µM],·,3.8,0,-11
COc1ccc(S(=O)(=O)N(C)C[C@H]2Oc3c(NC(=O)c4cc(C)nn4C)cccc3C(=O)N([C@@H](C)CO)C[C@@H]2C)cc1,-7,0,1,7[16.7 µM],-25,0.4,1,22
CC(C)OCCCNC(=O)c1cc(S(=O)(=O)N2CCCCC2)c[nH]1,-4,4,-1,3,8,1.7,0,1
CCOC(=O)c1cc(-c2ccccc2)nn1Cc1cc(CC)no1,1,3,-2,1,1,1.3,-2,-15
CN(C)S(=O)(=O)c1cc(NC(=O)CN2CCCc3ccccc32)ccc1Cl,·,-2,0,16,-3,0.7,-2,8
N#Cc1nc(COc2cccc(Cl)c2)oc1N1CCN(c2ccccc2)CC1,-13,·,0,-2,14,0.6,9,-4
O=C(NCCN1CCOCC1)c1ccc(CS(=O)(=O)c2ccc(Cl)cc2)o1,16,·,5,·,1,·,0,·
Cc1ccc(-c2nc3ccccc3s2)cc1NC(=S)NC(=O)c1ccccc1,·,·,-17,-9,-35,·,-6,9
CCc1cccc(OCCCCNCCO)c1,·,2,2,-2,-2,·,-4,5
Cc1ccc(C(=O)Oc2ccc(/C=N/NC(N)=O)cc2)cc1,-6,3,2,·,·,-2.6,-2,·
Cc1cccn2c(=O)c(/C=C(\C#N)S(=O)(=O)c3ccccc3)c(N3CCCCC3)nc12,5,-8,2,-4,·,-0.3,-6,-7
CC(C)CN(C(=O)COC(=O)c1c2c(nc3ccccc13)CCC2)c1c(N)n(Cc2ccccc2)c(=O)[nH]c1=O,16,·,-2,1,-8,0.2,0,-2
COc1cccc(C(=O)N2C[C@@H]3[C@H](c4ccccc42)[C@@H](CO)N3C(=O)c2ccccc2)c1,18,·,-1,30[16.7 µM],-18,-1.4,0,-3
CCCn1nc(C(=O)Nc2cc(OCC)c(N3CCOCC3)cc2OCC)c2ccccc2c1=O,13,-8,0,1,-63,-0.5,-2,-20
Cc1ccc(NC(=O)COC(=O)c2ccc(CN3CCCC3=O)cc2)c(Cl)c1,-3,0,0,-11,0,0.0,-9,-1
Cc1cc(/C=C2\C(=N)N3N=C(C(C)C)SC3=NC2=O)c(C)n1Cc1ccccc1,·,6,-9,2,-1,0.4,6,49*

# Entries listed so far that contain a Cl atom (10):
SMILES,GSIS activator,FN deposit inh,Cneo AK release,miR122 inh,C2C12 statin,CFTR F508del cor,PglD DTNB,PGC1a acetyl inh
CC(=O)Nc1ccc2c(c1)C(=O)N(C)[C@H]1CC[C@H](CC(=O)Nc3ccc(Cl)cc3)O[C@@H]1CO2,-5,4,70,1[16.7 µM],16,2.4,5,4
O=C(NCc1ccco1)c1cc(S(=O)(=O)N2CCCC2)ccc1Cl,4,·,-4,·,·,2.1,-1,·
NC(=O)NNc1cccc(Cl)n1,0,-8,0,-8,·,1.2,-3,3
O=C(C=Cc1cccc(Cl)c1)c1ccccc1,10,0,-1,·,-5,0.3,1,-1
O=[N+]([O-])c1ccc(Cl)c(S(=O)(=O)/N=C(/c2ccccc2)N2CCOCC2)c1,7,-1,6,8,-3,-0.2,4,·
O=C(COC(=O)c1cc(S(=O)(=O)N2CCOCC2)ccc1Cl)NCc1ccco1,11,-3,-2,-1,8,-0.5,-6,2
CN(C)S(=O)(=O)c1cc(NC(=O)CN2CCCc3ccccc32)ccc1Cl,·,-2,0,16,-3,0.7,-2,8
N#Cc1nc(COc2cccc(Cl)c2)oc1N1CCN(c2ccccc2)CC1,-13,·,0,-2,14,0.6,9,-4
O=C(NCCN1CCOCC1)c1ccc(CS(=O)(=O)c2ccc(Cl)cc2)o1,16,·,5,·,1,·,0,·
Cc1ccc(NC(=O)COC(=O)c2ccc(CN3CCCC3=O)cc2)c(Cl)c1,-3,0,0,-11,0,0.0,-9,-1
